EWS-Fli inh: blocks EWS/Fli oncoprotein-driven transcription. A673 NR0B1-luciferase reporter, viability-normalised. inhibition, % at 12.6 µM. 350,000 compounds, 0.67% hits;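 active = mean inhibition of at least 50% after viability correction, with every replicate also passing that limit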;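 also: firefly luciferase signal divided by Alamar Blue viability fluorescence both relative to DMSO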
esBAF inh: SWI/SNF esBAF complex inhibition | mouse ES cells, Bmi1-luciferase knock-in reporter, 24 h; 100% = twice the neutral-well signal | reporter increase, % at 12.5 µM | 350,000 compounds, 2% hits; in the data active = activation above about 40%;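 also: 0% = median of the plate's neutral control wells and 100% = double that signal; a rise in the Bmi1 reporter signal indicates esBAF inhibition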
RAD52 anneal inh: blocks human RAD52 DNA annealing; AID 651710; 360,000 compounds, 0.46% hits; recombinant RAD52 DNA annealing, FRET fluorescence; inhibition, % at 18.7 µM;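 active = every replicate showing at least 50% inhibition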
Target sequence (P43351 whole entry, looked up): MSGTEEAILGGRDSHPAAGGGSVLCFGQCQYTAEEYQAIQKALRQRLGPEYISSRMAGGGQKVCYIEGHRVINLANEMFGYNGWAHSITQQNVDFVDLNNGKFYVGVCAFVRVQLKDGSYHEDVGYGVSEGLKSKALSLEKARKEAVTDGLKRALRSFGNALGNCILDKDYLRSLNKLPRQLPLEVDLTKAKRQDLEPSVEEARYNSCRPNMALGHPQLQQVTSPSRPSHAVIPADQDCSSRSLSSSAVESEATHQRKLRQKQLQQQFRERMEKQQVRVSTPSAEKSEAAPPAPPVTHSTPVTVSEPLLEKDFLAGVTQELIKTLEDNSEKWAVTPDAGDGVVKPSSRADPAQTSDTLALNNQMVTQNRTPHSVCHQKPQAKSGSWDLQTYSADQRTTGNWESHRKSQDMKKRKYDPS
XiGFP reactiv: X-chromosome reactivation activator. AID 743238. activation, % at 7.58 µM. 360,000 compounds, 0.055% hits. XiGFP mouse fibroblasts, % GFP-positive cells imaging, 3 d; cells co-treated with 5-aza-dC sensitizer; scaled so ellipticine positive control = 100%;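 active = mean normalized replicate activation at least 10% and every replicate at or above 10%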;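 also: 0% = median of on-plate neutral control wells and 100% = ellipticine 6 µM median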
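System: XiGFP fibroblasts, SV40-immortalized. Medium: DMEM plus 5-aza-dC sensitizer. Doses: single point. Timing: 3 d treatment, 15 min room-temperature fixation. Control set: ellipticine 6 µM.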
S100A4 MyoIIA: inhibitors of human S100A4 binding to myosin IIA peptide; S100A4/TAMRA-MyoIIA peptide fluorescence polarization; inhibition, % at 10.7 µM; 360,000 compounds, 0.14% hits; AID 652163;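 active = mean inhibition of at least 70% across replicates, with every replicate also reaching that level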
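Material: S100A4 monomer protein | Medium: HEPES pH 7.2 with CaCl2, KCl, NaCl, DTT, Triton | Reagent: Labelled myosin peptide probe, 5 nM | Doses: One dose per compound | Times: 5 min incubation before reading | Benchmarks: Neutral control DMSO, positive control TFP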
FN deposit inh: fibronectin deposition inhibition. AH1F fibroblasts, Alexa488-fibronectin deposition fluorescence, overnight. inhibition, % at 12.6 µM. 350,000 compounds, 0.086% hits;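 active = mean inhibition across replicates of 30% or more, regardless of how many single replicates reach that level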;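 also: positive control wells lacked labelled fibronectin entirely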
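Assay system: AH1F fibroblasts / Quantity: 10000 cells per well / Medium: DMEM plus 2% serum, read in PBS / Reagent: labelled fibronectin 24 nM / Dosing: single dose, pinned / Times: 1 h cell attachment, overnight exposure to compound and label / Signal: fluorescence, ex 485 nm, em 525 nm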
RAD54 inh: blocks human RAD54 Holliday junction branch migration; Q92698; FAM/BHQ fluorescence; inhibition, % at 10.4 µM; 360,000 compounds, 0.14% hits;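 active = mean normalized replicate activity at least 40 and at least half of replicates scoring 40 or more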;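 also: 0% = median of neutral control wells and 100% = median of positive control wells; inhibitors cause a drop in the FAM fluorescence signal; in these data hits start at about 50%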
E-sel inducer: induces E-selectin expression in human endothelial cells; P16581; 260,000 compounds, 0.37% hits; HUVEC E-selectin immunofluorescence imaging; normalized: neutral wells 0, TNF-alpha wells 100; activation, % at 7.58 µM;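 active = mean E-selectin-positive cell signal at least 10% of the positive control, reached in at least 60% of replicates, without over 20% cell loss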;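 also: in these data hits start at about 27%; measured in HUVEC primary endothelial cells; signal is the percent of cells scored E-selectin positive by PE staining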
Target sequence (P16581 whole entry, looked up): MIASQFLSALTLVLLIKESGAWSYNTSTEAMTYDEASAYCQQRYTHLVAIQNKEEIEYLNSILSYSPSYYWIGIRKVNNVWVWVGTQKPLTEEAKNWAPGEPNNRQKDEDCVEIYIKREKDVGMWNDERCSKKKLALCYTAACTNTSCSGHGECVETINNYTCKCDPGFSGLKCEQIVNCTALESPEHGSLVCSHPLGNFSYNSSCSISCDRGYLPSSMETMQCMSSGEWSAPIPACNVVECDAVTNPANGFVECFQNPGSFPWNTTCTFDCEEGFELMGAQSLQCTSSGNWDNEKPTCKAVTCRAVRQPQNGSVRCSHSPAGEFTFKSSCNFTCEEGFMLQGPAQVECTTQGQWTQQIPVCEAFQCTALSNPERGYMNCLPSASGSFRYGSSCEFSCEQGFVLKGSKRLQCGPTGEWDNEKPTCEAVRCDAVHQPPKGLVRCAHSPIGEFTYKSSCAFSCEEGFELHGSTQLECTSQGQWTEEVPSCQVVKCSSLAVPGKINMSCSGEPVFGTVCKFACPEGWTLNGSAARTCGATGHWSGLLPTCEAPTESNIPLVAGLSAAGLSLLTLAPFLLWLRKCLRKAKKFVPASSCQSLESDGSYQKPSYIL
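Test system – human umbilical vein endothelial cells (HUVEC), E-selectin induction · Input – 3,000 HUVEC seeded per well · Buffer or medium – EGM-2, gelatin · Compound dosing – single-point compound dose · Detection – immunofluorescence imaging · Measure – percent E-selectin-positive cells · Controls – TNF-alpha high, DMSO low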
Active calls of the source: *; i = inactive; nt = no result given. Compounds were not picked by outcome, and some 3% of all compounds hit somewhere here.

Values in the order: EWS-Fli inh	esBAF inh	RAD52 anneal inh	XiGFP reactiv	S100A4 MyoIIA	FN deposit inh	RAD54 inh	E-sel inducer
- COc1ccccc1CNC(=O)CNC(=O)c1cn(-c2ccccc2OC)c(=O)c2ccccc12
 : -27	-1	-3	-0.1	6	6	4	0.0
- COc1ccc(S(=O)(=O)Nc2ccc3c(c2)C(=O)N([C@H](C)CO)C[C@@H](C)[C@@H](CN(C)S(C)(=O)=O)OCCCC[C@@H](C)O3)cc1
 : 39	-1	-11	-0.1	-15	nt	-2	0.0
- O=C(COC(=O)c1cc(S(=O)(=O)N2CCCC2)ccc1O)Nc1ccc(S(=O)(=O)N2CCOCC2)cc1
 : 5	nt	-21	0.0	-1	2	nt	nt
- COCc1cc(C)nc2sc(C(=O)N3CCCC3)c(N)c12
 : -18	1	-19	nt	2	nt	-5	nt
- COc1ccccc1NS(=O)(=O)c1ccc(C)c(C(=O)NC2CCN(Cc3ccccc3)CC2)c1
 : 32	-44	-3	0.0	-1	nt	1	nt
- CCC(=O)N1[C@H](CO)[C@@H](c2ccccc2)C12CN(Cc1cc(F)ccc1F)C2
 : 0	nt	-42	0.0	-42	nt	nt	-0.1
- COc1ccc(S(=O)(=O)N(C)C[C@H]2Oc3ccc(NS(=O)(=O)c4cccs4)cc3C(=O)N([C@@H](C)CO)C[C@@H]2C)cc1
 : -2	-1	-2	0.0	6	nt	-1	-0.2
- CCC1=NC(c2ccccc2OC)N(O)C1(C)C (stereo not given)
 : -12	-8	-7	nt	-5	nt	1	nt
- O=C(O)CCNc1cc(N2CCN(C(=O)c3ccco3)CC2)c2noc3c2c1C(=O)c1ccccc1-3
 : -9	-20	i	0.5	-42	2	-280	3.8
- C[C@H]1CN([C@@H](C)CO)C(=O)c2cc(/C=C/c3ccccc3)cnc2O[C@H]1CN(C)S(=O)(=O)c1cn(C)cn1
 : -1	6	-1	-0.8	-17	-9	-4	2.4
- O=C(N/N=C/c1ccc(OC(=O)c2ccccc2)cc1)c1cccnc1
 : 0	-3	-3	0.1	-13	-4	-1	2.9
- O=C(CCl)N1c2ccccc2Oc2ccc3ccccc3c21
 : -114	50*	-72	-0.1	7	11	-2	0.4
- CN(c1ccccc1)S(=O)(=O)c1ccc(C(=O)Nc2nnc(C3CC3)o2)cc1
 : 1	nt	-18	0.1	-1	0	nt	0.5
- COc1ccc2c3c(n(C)c2c1)[C@@H](CO)N(C(=O)C1CCC1)CC31CN(C(=O)Nc2cccc(F)c2)C1
 : 5	nt	-6	0.3	-5	nt	nt	1.4
- Cc1noc(C)c1NC(=O)N(C)C[C@H]1Oc2ccc(NS(=O)(=O)c3ccc(Cl)cc3)cc2CC(=O)N([C@@H](C)CO)C[C@H]1C
 : -6	-4	15	-1.0	-6	nt	2	1.0
- Fc1ccc(N/N=C/c2cccnc2)c(F)c1
 : -41	nt	-2	0.3	-1	2	nt	-0.1
- Cc1noc(C)c1NC(=O)Nc1cccc2c1O[C@H](CN(C)Cc1ccc(Oc3ccccc3)cc1)[C@H](C)CN([C@@H](C)CO)C2=O
 : 6	-3	14	0.0	-22	15	7	0.0
- COc1ccccc1NC(=O)CSc1nnnn1-c1ccccc1OC
 : -2	5	-6	0.0	46	4	2	nt
- CCN(CC)C(=O)[C@H]1C[C@H](CC(=O)NCCN2CCOCC2)C(=O)N2CCc3c([nH]c4cc(CCC(=O)N(C)C)ccc34)[C@]12C
 : -4	-3	-9	0.1	0	-4	4	0.0
- Cc1cccc(/C=C2/Sc3ccc(C(=O)N4CCOCC4)cc3NC2=O)c1
 : -10	0	-41	0.1	17	7	6	nt
- Cc1nc(S/C(C(=O)O)=C2/C(=O)Nc3ccccc32)n[nH]1
 : 6	nt	8	0.0	-2	12	nt	2.5
- COCCNC(=O)c1cn(CCOC)c(=O)c2c1c1ccccc1n2C
 : 13	-3	-6	0.0	-1	1	-7	nt
- O=C(CN1CCN(Cc2ccc(Cl)cc2)CC1)N/N=C/c1ccccc1F
 : 8	-5	-8	0.2	-5	1	-11	4.1
- COc1ccc(CNC(=O)CN2C(=O)c3ccccc3S2(=O)=O)cc1
 : 2	2	-11	0.1	0	-8	-12	0.8
- O=C(N/C=C\n1cnc2cc(C(F)(F)F)ccc21)c1ccc([N+](=O)[O-])cc1
 : 6	-4	-7	-0.1	0	2	-4	3.1
- Cc1ncc(CO)c(/C=N/NC(=S)Nc2ccc(C(C)C)cc2)c1O
 : 5	4	-40	0.4	-8	-5	-1	0.4
- O=C(C[C@@H]1C=C[C@H](NC(=O)c2ccc3c(c2)OCO3)[C@H](CO)O1)NC1Cc2ccccc2C1
 : -196	-5	12	0.2	9	-12	3	0.0
- COc1ccc(NC(=O)Nc2ccc3c(c2)C(=O)N([C@H](C)CO)C[C@@H](C)[C@H](CN(C)C(=O)Nc2ccc(F)cc2)OCCCC[C@@H](C)O3)cc1
 : 6	6	4	-0.1	-7	-11	9	0.2
- C[C@@H]1CN([C@@H](C)CO)C(=O)CCCn2nncc2CO[C@@H]1CN(C)CC1CCCCC1
 : 3	3	-6	0.4	53	7	8	0.0
- CNC(=S)NCCc1c[nH]c2ccc(OC)cc12
 : -5	nt	-21	0.1	-5	-16	4	5.0
- C[C@@H]1CN([C@H](C)CO)C(=O)c2cc(NS(=O)(=O)c3ccccc3)ccc2O[C@H]1CN(C)C(=O)Nc1ccccc1
 : -2	-2	3	0.2	10	nt	12	-0.1
- Cc1cccc(-c2ccc3[nH]c4c(c3c2)CCN2C[C@@H]([C@H](C)O)[C@@H](N(C)C(=O)NC3CCCCC3)C[C@@H]42)c1
 : 12	4	6	-0.1	-13	2	4	0.2
- COc1ccccc1N(Cc1cc(=O)[nH]c2ccccc12)C(=O)c1cccc([N+](=O)[O-])c1
 : -12	-6	-7	0.4	-8	10	-2	0.0
- O=C(C(=O)N1CCCc2ccccc21)N1CCCc2ccccc21
 : -4	nt	-6	0.1	-5	1	nt	nt
- O=C(Cc1cccnc1)N1CC2(C1)[C@@H](c1ccccc1)[C@@H](CO)N2C(=O)C1CCCCC1
 : 0	nt	-4	0.0	-4	nt	nt	-0.4
- CN1CCN(NC(=O)c2cc(-c3ccc(Br)s3)nc3ccccc23)CC1
 : -10	-7	-24	nt	-6	10	-2	nt
- CC(C)N(C(=O)[C@H]1C[C@H](CC(=O)NCC23CC4CC(CC(C4)C2)C3)C(=O)N2CCc3c([nH]c4ccc(Cl)cc34)[C@]12C)C(C)C
 : 3	-75	-6	0.1	-6	-7	-12	-0.1
- C/C(=N\Nc1ccc([N+](=O)[O-])cc1)c1ccco1
 : -145	50	-15	0.0	-3	-4	nt	nt
- O=C(Nc1cccn(Cc2cccc(F)c2)c1=O)NC1CCCCC1
 : -9	nt	1	0.1	-11	-8	nt	nt
- O=C(Nc1nnc([C@H]2C[C@H](O)[C@@H](CO)O2)s1)Nc1cccc(Cl)c1Cl
 : -57	13	-8	-0.1	-3	-2	5	-0.1
- CS(=O)(=O)Nc1ccc2c(c1)[C@@H]1C[C@H](CC(=O)N3CCOCC3)O[C@H](CO)[C@@H]1O2
 : 5	-4	4	-0.1	-18	-9	7	-0.2
- COc1cc(CNc2ccc(NC(C)=O)cc2)ccc1OCc1ccccc1C
 : -38	33	0	0.1	-4	4	nt	nt
- CCN1CCc2c(sc(NC(=O)Cc3ccccc3)c2C(N)=O)C1
 : 3	-2	-10	0.1	3	12	-5	0.1
- COc1cccc(N(C(=O)C2COc3ccccc3O2)C(C(=O)NC2CCCCC2)c2ccc(O)cc2)c1 (stereo not given)
 : -5	nt	-25	0.0	3	-9	nt	15
- COc1ccccc1NC(=O)C1CCCN(S(=O)(=O)c2c(C)noc2C)C1 (stereo not given)
 : nt	-16	-6	0.0	10	0	0	0.5
- Cc1ccnc(SCC(=O)N2CCc3ccccc3C2)n1
 : 4	nt	-15	0.6	-4	0	nt	nt
- CC(=O)NCCC(=O)Nc1cc(S(=O)(=O)N2CCOCC2)ccc1Oc1ccc(F)cc1
 : -1	4	-1	-0.1	-7	-3	nt	0.0
- C[C@@H]1CN([C@@H](C)CO)C(=O)Cc2cc(NC(=O)Cc3ccccc3)ccc2O[C@H]1CN(C)S(=O)(=O)c1ccc(F)cc1
 : 1	0	17	0.1	-29	-10	-6	-0.1
- COc1ccc(/C=C2\SC(=S)N(CC(=O)NNC(=O)c3ccncc3)C2=O)cc1
 : -11	nt	-19	0.1	3	7	nt	nt
- Cc1cc(/C=N/O)c(C)n1-c1ccccc1
 : -10	nt	-15	0.0	-13	-4	nt	nt
- CN(C(=O)c1ccc(NC(=O)Cc2cccc(NC(=O)C3CCN(C(=O)C4CCCCC4)CC3)c2)cc1)C1CC1
 : 16	4	8	0.2	-1	-2	-1	-0.3
- O=C(Nc1ccn(-c2ccccc2)n1)c1ccccc1Br
 : -41	69*	4	-0.1	-1	nt	-1	nt
- OCC1(Cc2ccc(F)cc2)CCCN(Cc2ccc(F)cc2Cl)C1 (stereo not given)
 : 4	-6	-59	0.0	-9	0	-4	-2.3
- Cc1c(OC(C)C(=O)NCc2ccccn2)ccc2c3c(c(=O)oc12)CCC3 (stereo not given)
 : 3	6	-8	0.3	-2	1	5	nt
- Cc1ccccc1NC(=O)NCCCCc1ccccc1
 : -33	6	-5	0.2	-2	-1	2	nt
- Cc1nc2sc(C(c3ccco3)N3CCN(c4ccccc4)CC3)c(O)n2n1 (stereo not given)
 : 1	-2	-10	0.0	1	9	-14	0.3
- CCOc1ccc(Br)cc1S(=O)(=O)Nc1ccc(N2CCOCC2)cc1
 : nt	-5	4	nt	1	5	-6	nt
- O=C(CNC(=O)c1cccs1)Nc1ccncc1
 : 0	-4	-5	-0.2	-3	4	-1	0.7
- C[C@@H]1CN([C@@H](C)CO)S(=O)(=O)c2ccc(C3=CCCC3)cc2O[C@@H]1CN(C)C(=O)CC1CC1
 : 11	-1	2	-0.5	5	nt	-3	-0.4
- C[C@@H]1CN([C@H](C)CO)S(=O)(=O)c2ccc(-c3cccc(F)c3)cc2O[C@@H]1CN(C)C(=O)c1cccc(F)c1
 : 9	-4	6	-1.0	-20	-3	-12	1.0

(listing goes on)
Values in the order: EWS-Fli inh	esBAF inh	RAD52 anneal inh	XiGFP reactiv	S100A4 MyoIIA	FN deposit inh	RAD54 inh	E-sel inducer
- OC(c1ccccc1)C(O)c1ccccc1 (stereo not given)
 : -2	nt	-15	-0.2	-1	1	-7	-0.1
- COc1cc(-c2nnc(COC(=O)CSCC(=O)Nc3cc(C)on3)o2)cc(OC)c1OC
 : -2	-3	3	-0.1	2	-3	8	nt
- CCS(=O)(=O)Nc1ccc2c(c1)C(=O)N(C)[C@@H]1CC[C@@H](CC(=O)N3CCOCC3)O[C@H]1CO2
 : 10	-3	-1	0.4	12	-10	2	0.0
- CCCC(=O)Nc1ccc2c(c1)C(=O)N(C)C[C@H](OC)[C@@H](C)CN(S(=O)(=O)c1cn(C)cn1)[C@H](C)CO2
 : -4	3	3	0.0	11	-5	-2	0.0

Sorted by the number under RAD52 anneal inh (lowest first): 3 of the compounds above
Compound	esBAF inh	RAD52 anneal inh	S100A4 MyoIIA
OC(c1ccccc1)C(O)c1ccccc1 (stereo not given)	nt	-15	-1
CCS(=O)(=O)Nc1ccc2c(c1)C(=O)N(C)[C@@H]1CC[C@@H](CC(=O)N3CCOCC3)O[C@H]1CO2	-3	-1	12
COc1cc(-c2nnc(COC(=O)CSCC(=O)Nc3cc(C)on3)o2)cc(OC)c1OC	-3	3	2
